RNase H inhibition: RNase H inhibition, HIV 1 Gag Pol polyprotein, FRET biochemical assay, screening (AID 372). HIV-1 RT RNase H, FRET RNA/DNA substrate fluorescence; higher % means a stronger effect. one-dose inhibition, % at 10 µM; IC50 in µM for titrated hits. 100,000 compounds, 0.77% hits; in the data active = inhibition above about 50%
An asterisk follows results filed as active. Only part of the results is shown. The share of hits here may be higher or lower than overall.

SMILES	RNase H inhibition
O=C(Nc1ccc(N2CCCCC2)c(Cl)c1)c1sc2ccccc2c1Cl	10%
CCN1CCN(CC(O)COc2cc(C)cc(C)c2)CC1 (stereo not drawn)	1%
O=S(=O)(c1ccccc1)c1ccc(-c2nnc(-c3ccc(Br)cc3)o2)cc1	6%
Cc1cccc(N2CCN(CN3C(=O)/C(=C/c4ccc(C)o4)SC3=S)CC2)c1	2%
CCCCCOC(=O)C1=C(C)NC2=C(C(=O)CCC2)C1c1ccccc1OC (stereo not drawn)	4%
COc1ccc(C2C(C(=O)OC(C)C)=C(C)N=c3s/c(=C/c4c[nH]c5ccccc45)c(=O)n32)cc1 (stereo not drawn)	17%
CC(C)c1cccc(C(C)C)c1NC(=O)CN1C(=O)c2ccccc2C1=O	0%
Cc1ccsc1CN1CCN(Cc2ccc3c(c2)OCO3)CC1	6%
COc1ccccc1C(=O)NNC(=O)C(c1ccccc1)c1ccccc1	8%
CC(C)(C)c1cc(CN2CCCC2)cc(C(C)(C)C)c1O	6%
CC(NC(=O)CSCc1ccc(Cl)cc1)c1ccccc1 (stereo not drawn)	6%
Cc1cccc(NC(=O)/C(C#N)=C\c2cc(C)n(-c3cccc(C)c3)c2C)c1	6%
CCOC(=O)C1=C(C)N=c2s/c(=C\c3cccnc3)c(=O)n2C1c1cc(OC)c(OC)cc1Br (stereo not drawn)	17%
COc1ccc(-c2nnc(NC(=O)c3ccc(F)cc3)s2)cc1OC	4%
Cc1ccc(S(=O)(=O)c2ccc(Cl)cc2)cc1S(=O)(=O)Nc1ccc(Br)cc1	16%
Cc1ccc(C(=O)Nc2nc(-c3ccccc3)cs2)cc1[N+](=O)[O-]	3%
COc1cc(C2C(C(=O)OCCc3ccccc3)=C(C)NC3=C2C(=O)CC(c2ccccc2)C3)cc(OC)c1OC (stereo not drawn)	16%
CCCC12C(=O)C(C)(C(c3ccccc3)=C1c1ccccc1)C1C(=O)N(c3cccc(OC)c3)C(=O)C12 (stereo not drawn)	16%
O=C(N/N=C/c1cccc(Br)c1)c1ccc(N2CCCC2=O)cc1	9%
COc1ccc(N/C=C(\C#N)c2nc(-c3cccc(Br)c3)cs2)cc1	5%
Cc1oc(C(=O)O)cc1CSCc1ccoc1C(=O)O	12%
C/C(=N\NC(N)=S)C1=CC(C)(C)CCC1	16%
CC(=O)c1ccc(NC(=O)c2nn3c(C(F)(F)F)cc(-c4ccco4)nc3c2Cl)cc1	8%
CC1CC(Nc2ccccc2)c2ccccc2N1C(=O)COc1ccc(Cl)cc1 (stereo not drawn)	12%
CSc1ccc(-c2nc(-c3ccc(Oc4ccccc4)cc3)c(-c3ccc(Oc4ccccc4)cc3)[nH]2)cc1	14%
O=C(NC1CCSC1=O)c1ccc(-c2ccccc2)cc1 (stereo not drawn)	14%
COc1ccc(/C=C/C(=O)NCc2ccc(Cl)cc2Cl)cc1	5%
CCN(CC)C(=O)c1sc(NC(=O)c2ccc(OC)cc2)c(C(=O)OC)c1C	27%
C/C(=C\c1ccccc1)CN1CCN(c2ccc(F)cc2)CC1	8%
Cc1n[nH]c(C)c1Sc1ccccc1N=Cc1cccs1	14%
CC1(C)CC(N=C(c2ccccc2)c2ccc(O)cc2O)CC(C)(C)N1	1%
CCOC(=O)C1=C(C)N=c2s/c(=C\c3cccc(OC)c3O)c(=O)n2C1c1ccccc1 (stereo not drawn)	10%
Cc1ccc(C(=O)N/C(=C/c2ccc(Cl)cc2)C(=O)NCC(=O)O)cc1	0%
COc1ccc(CC(=O)Nc2cccc(F)c2)cc1	3%
c1ccc(OCCCN2CCOCC2)cc1	13%
CCOc1ccc(N(CC(=O)NCCCOC)S(C)(=O)=O)cc1	1%
CCOc1ccc(N(CC(=O)NCc2ccc(OC)cc2)S(=O)(=O)c2ccc(C)cc2)cc1	13%
COc1ccc(C2CC(=O)C3=C(C2)NC(C)=C(C(=O)OC2CCCC2)C3c2ccc(OC)cc2)cc1 (stereo not drawn)	1%
CCCCOCC(O)CSCCCC (stereo not drawn)	10%
COc1ccc(/C=C/C(=O)N2c3ccccc3C(C)(c3ccccc3)CC2(C)C)cc1 (stereo not drawn)	21%
C=CCN1C(=O)/C(=C\c2ccccc2I)C(=O)NC1=S	5%
Cc1ccc(N2C(=O)NC(=O)/C(=C/c3cc4c(cc3Cl)OCO4)C2=O)cc1	23%
CCN(CC)S(=O)(=O)c1cc(C(=O)NC2CCCCC2)ccc1C	3%
CC(C)CN1C(=O)/C(=C/c2ccc(O)cc2)SC1=S	34%
Cc1ccc(N2C(=O)NC(=O)/C(=C\c3ccc(I)cc3)C2=O)cc1	2%
COc1ccc(S(=O)(=O)NCc2ccc3c(c2)OCO3)cc1[N+](=O)[O-]	0%
Cc1ccc(N=Cc2c(O)n(C3CCCCC3)c(=O)n(C3CCCCC3)c2=O)cc1C	6%
O=C(COC(=O)c1cccc([N+](=O)[O-])c1)c1ccc(Br)cc1	10%
CC(=O)Oc1ccc(C(=O)Nc2ccc3c(c2)C(=O)N(c2ccccc2)C3=O)cc1	10%
O=C(CSc1nc2ccccc2s1)N/N=C/c1ccccc1	0%
(more compounds)
SMILES	RNase H inhibition
Clc1ccc(OCCCN2CCCCC2)c2ccccc12	10%
COc1ccccc1C(=O)NNC(N)=S	7%
Cc1cc(NC(=O)c2ccc(Br)o2)no1	2%
Cc1cc2nc(-c3cc(NC(=O)c4ccc(-c5ccc([N+](=O)[O-])cc5)o4)ccc3O)oc2cc1C	13%
COc1ccc(C2C(C#N)=C(N)OC3=C2C(=O)CC(c2ccccc2)C3)c(OC)c1C (stereo not drawn)	8%
C/C(=C\c1ccc(Cl)cc1)C(=O)c1c(C)cc(C)[nH]c1=O	11%
COc1cccc(-c2nnc(-c3ccncc3)o2)c1	14%
O=C(O)c1ccccc1-c1ccccc1C(=O)N1CCCCC1	1%
COc1ccc(/C=C2\SC(=O)N(CCC(=O)Nc3cccc(C)c3)C2=O)cc1OC	9%
COc1cc(C=C2C(=O)NC(=O)NC2=O)cc(Cl)c1OCCOc1cc(C)cc(C)c1	17%
CC(=O)Nc1ccc(S(=O)(=O)NC(=O)C23CC4CC(CC(C4)C2)C3)cc1	6%
CC(=O)c1cccc(NC(=O)Cc2cccs2)c1	10%
CC(C)c1ccc(-c2nc(-c3ccccc3)c(-c3ccccc3)[nH]2)cc1	16%
COc1ccc(O)c(-c2cc(-c3ccc(Cl)cc3)n[nH]2)c1	20%
COc1ccc(C(=O)Nc2cc(Cl)ccc2OC)cc1	7%
Cc1ccc(NC(=O)/C=C/c2ccc3c(c2)OCO3)c(Br)c1	10%
CCSCCOC(=O)C1=C(C)NC2=C(C(=O)CC(c3ccc(OC)cc3)C2)C1c1cc(Cl)c(O)c(OC)c1 (stereo not drawn)	4%
COc1cc(/C=c2\sc3nc4ccccc4n3c2=O)cc(Cl)c1OCCOc1ccc(Br)cc1	3%
COc1cc(C2C(C(=O)OCC(C)C)=C(C)NC3=C2C(=O)CC(c2ccccc2)C3)ccc1OC(C)=O (stereo not drawn)	17%
COC(=O)c1ccc2c(c1)C(=O)N(c1cccc(C(C)=O)c1)C2=O	7%
O=C1CCC(C(=O)O)C(Cc2ccccc2)C1 (stereo not drawn)	0%
Clc1ccccc1Nc1ncnc2sc3c(c12)CCC3	16%
Cc1ccc(-c2nn(CNc3ccccc3Br)c(=S)o2)cc1	0%
CCOC(=O)c1sc(NC(=O)c2ccc(C)c(C)c2)nc1C	5%
CC(=O)N1N=C(N)SC1c1ccccc1 (stereo not drawn)	0%
CCc1ccc(OCCOCCN2CCC(C)CC2)cc1	11%
Cc1csc(NC(=O)C2CC3CCC2C3)n1 (stereo not drawn)	4%
Cc1cccc(NC(=S)NC(=O)c2cccc([N+](=O)[O-])c2)c1	10%
CN1CCN(C(=O)/C(=C/c2ccc(F)cc2)NC(=O)c2ccccc2)CC1	12%
O=C(NC(=S)Nc1cccc2ccccc12)c1ccc(F)cc1	31%
O=C(NC(Nc1ccc(Br)cc1)C(Cl)(Cl)Cl)c1cccs1 (stereo not drawn)	6%
O=C(CCCCCCCC(=O)N/N=C/c1cccc(Oc2ccccc2)c1)N/N=C/c1cccc(Oc2ccccc2)c1	15%
COC(=O)c1c(N)sc(C)c1-c1cc(C)ccc1C	17%
C/C(=N\Nc1nc(-c2ccc(C)cc2)nc2ccccc12)c1ccc(C)cc1	21%
Nc1nonc1C(=Nc1cccc2ccccc12)NO	8%
NC(=O)c1ccc(C(N)=O)c(-c2ccccc2)c1	10%
COc1cc(/C=N/NC(=O)CC(=O)NC(C)C)cc(OC)c1OC	7%
Cc1cccc(NS(=O)(=O)c2ccc3ccccc3c2)c1C	10%
O=C(NC(=S)Nc1cc([N+](=O)[O-])ccc1Cl)c1ccccc1Br	18%
CSCCC(NC(=O)/C(=C\c1ccccc1)NC(=O)c1ccco1)C(=O)O (stereo not drawn)	5%
CCOC(=O)N/N=C(\C)c1ccc(F)cc1	12%
CCCCOC(=O)c1ccc(NC(NC(=O)c2ccco2)C(=O)c2ccc(C)cc2)cc1 (stereo not drawn)	41%
O=C1NC(=O)N(c2ccc(Cl)cc2)C(=O)/C1=C/c1cccn1-c1ccccc1	12%
CN(C(=O)/C=C/c1ccccc1Cl)C1CCCCC1	0%
Cc1ccc(N2NC(=O)/C(=C/c3ccc(-c4ccc5c(c4)C(=O)NC5=O)o3)C2=O)cc1C	25%
C=CCc1ccc(OCCOCCOc2ccccc2C=O)c(OC)c1	12%
CN=C(Nc1cccc(OC)c1)SC1CC(=O)N(c2ccccc2F)C1=O (stereo not drawn)	9%
Cc1onc(-c2c(Cl)cccc2Cl)c1C(=O)NCC1CCCO1 (stereo not drawn)	5%
COc1cc(/C=C2\C(=O)N(c3ccc(S(N)(=O)=O)cc3)N=C2C)cc(Br)c1OCc1ccccc1	16%
O=[N+]([O-])c1ncn(C23CC4CC(CC(c5ccccc5)(C4)C2)C3)n1	11%
(listing goes on)
SMILES	RNase H inhibition
Cc1cc(OCC(N)=O)c2c(C)c(Cc3ccccc3)c(=O)oc2c1	2%
Nc1ccc(Nc2nc(-c3ccncc3)cs2)cc1	11%
O=S(=O)(Oc1ccc(-c2cnc3ccccc3n2)cc1)c1ccc2ccccc2c1	13%
O=C(NCCOc1ccccc1Cl)C(c1ccccc1)c1ccccc1	1%
O=C(O)CN1C(=O)/C(=C/c2ccc(-c3ccccc3[N+](=O)[O-])o2)SC1=S	21%
Cc1c(N=Cc2c(O)n(C)c(=O)c3ccccc23)c(=O)n(-c2ccccc2)n1C	0%
CCOC(=O)C1=NN(c2ccccc2)C(=O)C1OC(C)=O (stereo not drawn)	22%
Cc1cc(C)cc(OC(=O)COc2ccc(Br)cc2Br)c1	4%
Cc1nn(-c2ccc(Br)cc2)c(=O)c2ccccc12	3%
Cc1c(C(=O)Nc2cccc(S(N)(=O)=O)c2)oc2ccc(Cl)cc12	48%
CCOc1c(I)cc(C=O)cc1OC	5%
O=C(O)CCCCCN1C(=O)C(O)=C(C(=O)/C=C/c2ccccc2)C1c1ccc(O)cc1 (stereo not drawn)	0%
Cc1ccc(-c2cc(C(=O)Nc3cccc(C)c3C)c3ccccc3n2)o1	20%
COc1ccccc1CNC(=O)c1ccc(CSc2ccc(Cl)cc2)cc1	18%
CC(C)(C)NC(=O)C(Sc1ccccc1)c1ccccc1 (stereo not drawn)	2%
CC1=C(C(=O)Nc2ccccc2Cl)C(c2ccc(C(C)C)cc2)NC(=S)N1 (stereo not drawn)	13%
N#Cc1cn(-c2ccccc2)nc1-c1cc2ccccc2oc1=O	24%
O=C(/C=C/c1ccc(Cl)cc1Cl)Nc1nn[nH]n1	7%
CCOc1ccc(/C(C)=N/NS(=O)(=O)c2ccccc2)cc1	14%
O=C(/C=C/c1ccc(Cl)cc1)NC(=S)Nc1cc([N+](=O)[O-])ccc1F	38%
CCOC(=O)c1c(NC(=S)NC(=O)c2ccccc2)sc2c1CC(C(C)C)OC2 (stereo not drawn)	12%
O=C1CC(c2ccccc2)CC2=C1C(c1ccc(Cl)c(Cl)c1)Nc1ccccc1N2 (stereo not drawn)	26%
Cc1ccc2oc(-c3ccc(C)c(NC(=O)c4ccc(C)c([N+](=O)[O-])c4)c3)nc2c1	9%
O=C(Nc1ccc(F)cc1)Nc1cccc(Br)c1	5%
c1cc(CNc2ccc(N3CCOCC3)cc2)ccn1	24%
CN1CCN(c2ccc(/C=c3\sc4nc5ccccc5n4c3=O)cc2[N+](=O)[O-])CC1	7%

Source: PubChem BioAssay
